Screening results as filed in PubChem BioAssay.
BL2 CD40 inh = CD40 pathway inhibition in BL2 cells; BL2 NF-kB luciferase reporter, CD40L-induced, 4 h; hit rate 0.94% among 83,000; AID 1053188; inhibition, % at 10 µM;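 active means mean inhibition of at least 50% with a set share of replicates also reaching that level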;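 further: 0% = neutral control wells and 100% = IKK inhibitor VII at 50 µM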
An asterisk follows results filed as active; & = joins results of further samples; [ ] = another dose, or the depositor's remark.

Compound | BL2 CD40 inh
O=S(=O)(c1ccc(F)cc1)N1CCCC1c1cccnc1 (stereo not given) | 3.5
CN1CCc2cc(O)cc3c2[C@H]1Cc1ccc(O)c(O)c1-3 | -19.2[25 µM]
C[C@]12CC(=O)CC1CCC1C2CC[C@@]2(C)C1CC[C@@H]2O (stereo not given in full) | 6.7
O=C(Cc1ccc(Cl)c(Cl)c1)N1CCCCC1CN1CCCC1 (stereo not given) | 1.5[25 µM]
N#CCCn1cc(C(=O)NCc2ccccc2)c(-c2ccc3c(c2)OCCO3)n1 | 0.7
Cc1cccc(CN(C)C)c1OC(=O)N(C)C | 7.7
C[C@]12CC[C@@H]3c4ccc(O)c(O)c4CC[C@H]3[C@@H]1CC[C@@H]2O | 24.6
N#CC[N+]1(CCCNP2(=O)C=C(c3ccccc3)OC(c3ccccc3)=C2)CCOCC1 | 5.8
O=C(c1ccc2c3c(cccc13)CC2)C1CCCN(CC2CC2)C1 (stereo not given) | 7.6
Nc1c2c(nc3sc4c(c13)CCCC4)CCCC2 | -84.6
CCCN(CCC)[C@@H]1CCc2c(OC)cccc2[C@@H]1C | 3.3[25 µM]
O=C(COc1ccc(Cl)cc1)NC1CN2CCC1CC2 (stereo not given) | 12.3
COc1cc2c(c(OC)c1OC)-c1ccc(O)cc1C(NC(C)=O)CC2 (stereo not given) | -2.6
COc1ccc(NC2=NCC(C)S2)cc1 (stereo not given) | -24.8
O=C(Cc1ccccn1)N1CCCCN2[C@H](CO)[C@H](c3ccc(-c4ccccc4F)cc3)[C@@H]2C1 | 27.2[25 µM]
C/C(=C/C=C/[C@@H](C)C(=O)O)[C@H]1CN[C@H](C(=O)O)[C@H]1CC(=O)O | -2.1[25 µM]
CC1(O)CCN2C(=O)CCc3cccc1c32 (stereo not given) | 12.5
O=c1[nH]c(=S)n(-c2ccccc2)c(O)c1/C=N/N1CCCCC1c1cccnc1 (stereo not given) | -16.7
Cc1ccsc1C(=O)C1CCCN(Cc2ccc(-n3cccn3)cc2)C1 (stereo not given) | 18.3
C[C@@H]1CN([C@@H](C)CO)C(=O)CCCn2cc(nn2)CO[C@H]1CN(C)C(=O)Oc1ccc2ccccc2c1 | 3.6[25 µM]
CSc1ncc(CN2CCCC(C(=O)c3cccc(Cl)c3)C2)cn1 (stereo not given) | 12.1
CCN1CCN(C(=O)COc2ccc(S(=O)(=O)N(C)Cc3ccccc3)cc2)CC1 | 20.2
CN1CCN(c2ccc(N)c(N3CCN(C)CC3)c2)CC1 | 12.1
NC1=NC(c2cccnc2)n2c(nc3ccccc32)N1 (stereo not given) | 6.9

Reprinted at random: five compounds from above
Compound | BL2 CD40 inh
COc1cc2c(c(OC)c1OC)-c1ccc(O)cc1C(NC(C)=O)CC2 (stereo not given) | -2.6
C[C@]12CC[C@@H]3c4ccc(O)c(O)c4CC[C@H]3[C@@H]1CC[C@@H]2O | 24.6
COc1ccc(NC2=NCC(C)S2)cc1 (stereo not given) | -24.8
O=C(COc1ccc(Cl)cc1)NC1CN2CCC1CC2 (stereo not given) | 12.3
NC1=NC(c2cccnc2)n2c(nc3ccccc32)N1 (stereo not given) | 6.9

Additional compounds follow.
Compound | BL2 CD40 inh
COc1cccc(-c2ccc([C@H]3[C@@H](CO)N4CCCCN(C(=O)Cc5ccncc5)C[C@@H]34)cc2)c1 | -7.2[25 µM]
COP(=O)(OC)C(NC(C)=O)C(Cl)(Cl)Cl (stereo not given) | -1.2
Cc1ccc(NC(=S)NCCc2cnc[nH]2)cc1C | -0.4
Cc1ccc(C(=O)C2CN3CCC2CC3)cc1 (stereo not given) | 4.4
COC(=O)[C@H]1[C@H](CO)[C@H]2Cn3c(ccc(-c4cccnc4)c3=O)[C@@H]1N2S(=O)(=O)c1ccccc1C | -6.5[25 µM]
Cc1cccc2c(CCN)c[nH]c12 | -2.8
CC12CCC3C(CC=C4CC(O)CCC43C)C1C/C(=C\c1cccc(F)c1)C2=O (stereo not given) | 0.6
CC1=CP(=O)(Oc2ccc([N+](=O)[O-])cc2)CC1 (stereo not given) | 5.3
OCCOCC#CCN1CCOCC1 | 2.0
COC(=O)[C@@H]1[C@@H](CO)[C@@H]2Cn3c(ccc(-c4cccc(C(=O)N(C)C)c4)c3=O)[C@H]1N2C(=O)NC(C)C | -3.1[25 µM]
COc1ccc(CCN(C)Cc2ccncc2)cc1OC | 17.2
CN(C)CC1CCCCC1=O (stereo not given) | 5.6
O=C1NCN(c2ccccc2)C12CCNCC2 | 5.2
COC(=O)[C@@H]1[C@@H](CO)[C@@H]2Cn3c(ccc(-c4cccc(C(=O)N(C)C)c4)c3=O)[C@H]1N2CC1CC1 | -6.6[25 µM]
CC(C)(C)n1cc(C(=O)c2ccc3ccccc3c2O)cn1 | 54.5*
O=[N+]([O-])c1ccc(NCc2ccc(Cl)cc2)c2ccncc12 | 14.5
COc1ccc(C(=O)C2CCCN(Cc3ccsc3)C2)cc1OC (stereo not given) | 12.8
C[C@]12CC[C@@H](O)C[C@@H]1CC[C@@H]1[C@@H]2CC[C@]2(C)[C@@H](O)CC[C@@H]12 | 1.7
Cc1nn(Cc2ccccc2)c(Cl)c1C(=O)OCC(=O)NCC1CCCO1 (stereo not given) | 8.5
C/C(=N\NC(N)=O)c1c(O)n(C)c(=O)n(C)c1=O | -3.9
CN1CCN(C(=O)COc2ccc(Oc3ccccc3)cc2)CC1 | 3.8
CC1(C(=O)O)CC12c1ccccc1-c1ccccc12 (stereo not given) | -1.4
Cc1ccc(OCC(=O)NCCN2CCN(C(=O)COc3ccc(C)cc3)CC2)cc1 | 8.9
C[C@@H]1CN([C@H](C)CO)C(=O)CCCn2cc(nn2)CO[C@H]1CN(C)C(=O)Oc1cccc2ccccc12 | -3.9[25 µM]
COc1ccc(C(CNC(=O)Cc2ccc(Cl)c(Cl)c2)N(C)C)cc1 (stereo not given) | 3.4
CCN(CCNc1ccc([N+](=O)[O-])c2cccnc12)S(=O)(=O)c1ccccc1 | 14.9
c1ccc2c(CCNCc3ccc4c(c3)OCO4)c[nH]c2c1 | -2.8
O=c1c2ccccc2nc(CNCC2CCCO2)n1-c1ccc(F)cc1 (stereo not given) | 1.4
COC(=O)[C@@H]1[C@@H](CO)[C@@H]2Cn3c(cccc3=O)[C@H]1N2C(=O)C1CC1 | -8.6[25 µM]
O=C(c1ccc2c(c1)OCO2)N1CCC2(CC1)OCCO2 | 14.6
COc1ccc2c(c1)c(C(=O)CN1CCC3(CC1)OCCO3)c(C)n2Cc1ccccc1 | -11.1
CCN1CC2(COC(=O)c3ccccc3N3C(=O)CC(C)C3=O)CCC(OC)C34C5CC6C(OC)CC(O)(C5C6OC)C(O)(C(OC)C23)C14 (stereo not given) | 5.0[25 µM]
Clc1cccc(Cl)c1Cl | -0.3
CCc1nnc(NC(=O)CCc2nc(C3=CCN(C)CC3)no2)s1 | -2.6
CCn1cc(/C=c2/sc3n(c2=O)C2c4ccccc4OC(C)(N=3)C2C(=O)OC)c(C)n1 (stereo not given) | 7.6
CCCC(C)C1(CC)C(=O)NC(=O)N=C1N (stereo not given) | 7.3
OC[C@@H]1[C@H]2c3ccccc3NC[C@H]2N1Cc1cccnc1 | 0.3[25 µM]
CC12CN3CC(C)(CN(C1)C31CCOCC1)C2=O | 2.6
O=c1[nH]c(O)c(N=Nc2cc(C(F)(F)F)ccc2Cl)c(=O)[nH]1 | 2.4
Cc1[nH]c2ccccc2c1CN1CCCCC1 | -7.6
COC(=O)[C@H]1[C@H](CO)[C@H]2Cn3c(ccc(-c4ccc(F)cc4)c3=O)[C@@H]1N2C(=O)c1ccccc1F | -19.7[25 µM]
Cc1noc(C)c1C(=O)N1CCC2(CC1)OCCO2 | 4.2
CC12CCC3C(CCC4C(=O)C(=O)CCC43C)C1CCC2=O (stereo not given) | 4.0[25 µM]
CN(C(=O)Cc1ccc(Cl)c(Cl)c1)C(CN1CCCC1)c1cccc(OCC(=O)O)c1 (stereo not given) | 6.9[25 µM]
Cc1[nH]c2ccccc2c1C1=CCNCC1 | 3.2
CC(=O)c1c(C)n(CC2CCCO2)c2ccc(O)cc12 (stereo not given) | 6.8
Cc1nc2nc(C)c(CCC(=O)N3CCC4(CC3)OCCO4)c(C)n2n1 | 3.9
CN(C)Cc1c[nH]c2ccc([N+](=O)[O-])cc12 | 4.6
CN1CCN(c2ccc([N+](=O)[O-])c(Sc3ccccn3)c2)CC1 | 5.6
O=C1CCN(C(=O)Cc2ccccc2[N+](=O)[O-])CC1 | -1.5
COCCNC(=O)Cn1cc(C(=O)c2ccccc2F)c2ccccc21 | 0.5
C[C@@H]1CN([C@@H](C)CO)C(=O)CCCn2nncc2CO[C@@H]1CN(C)C(=O)Oc1ccccc1 | -0.4
CCCC1(CC(C)CC)C(=O)NC(=O)NC1=O (stereo not given) | 3.3
Cc1nn(CC(C)C)c(Cl)c1C(=O)NC1CCC(C)CC1 (stereo not given) | -66.1
COC1(CS(=O)c2ccccc2)CCN(CCc2c[nH]c3ccc(F)cc23)CC1 (stereo not given) | 6.0[25 µM]
COc1cc(CN2CCN(c3cc(C)ccc3C)CC2)ccc1O | 34.2
O=C(Cc1ccncc1)N1CCCCN2[C@H](CO)[C@@H](c3ccc(C#Cc4ccccc4F)cc3)[C@H]2C1 | 1.5[25 µM]
C[C@]1(O)CCC2C3CC[C@@H]4CC(=O)CC[C@]4(C)C3CC[C@@]21C (stereo not given in full) | -3.3
CC(=O)NC1C(OC(=O)Cc2ccccc2)OC(COC(C)=O)C(OC(C)=O)C1OC(C)=O (stereo not given) | 5.6
CN1C2CCC1CC(OC(=O)CCN1CCCC1)C2 (stereo not given) | -1.1

The list goes on:
Compound | BL2 CD40 inh
O=C(CCN1CCOCC1)Nc1ccc(Br)cc1C(=O)c1ccccc1 | -9.1
CC(=O)NCCc1c[nH]c2ccccc12 | 10.1
CCCN1CCC(NC2CCC(O)CC2)CC1 (stereo not given) | -0.1
C[N+]1(C)CCN(c2ccccc2)CC1 | 10.0
CCOC(=O)C1(c2ccccc2)CCN(CC(=O)c2ccc(NC(C)=O)cc2)CC1 | 7.4
COc1ccc(CNC(=O)C(NC(C)=O)C(C)C)cc1OC (stereo not given) | 10.5
COc1cc2c3cc1Oc1cc(ccc1O)C[C@@H]1c4c(cc(OC)c(O)c4Oc4ccc(cc4)C[C@H]3N(C)CC2)CCN1C | -76.3
COC(=O)[C@@H]1[C@@H](CO)[C@@H]2Cn3c(ccc(-c4ccccc4F)c3=O)[C@H]1N2Cc1cccnc1 | -5.9[25 µM]
COC(=O)c1cn(C(=O)c2cccc3ccccc23)c2ccccc12 | -1.7
COc1cc(C(O)CN)ccc1O (stereo not given) | 3.0
O=C(Cc1c[nH]c2ccccc12)NNCc1ccc(N(CCCl)CCCl)cc1 | 0.9
CC1=CC2OC3CC4OC(=O)C=CC=CC(C(C)O)OCC(O)C5(C)OC5C(=O)OCC2(CC1O)C4(C)C31CO1 (stereo not given) | 85.9*
O=[N+]([O-])c1ccc(C(=Nc2ccccc2)N2CC2)cc1 | -36.8
COc1cccc(C(=O)C2CCCN(Cc3cccc4c3OCO4)C2)c1 (stereo not given) | 20.8
C=C1C(C)C2C(Cc3ccccc3)NC(=O)C23OC(=O)/C=C/C(O)CCCC(C)C/C=C/C3C1O (stereo not given) | -61.9
CC1(O)CCC2C3CCC4=CC(=O)CCC4(C)C34OC4CC21C (stereo not given) | 7.5
CC(=O)Nc1ccc(C2CN(C)CC2C(=O)c2ccc(Cl)cc2)cc1 (stereo not given) | -1.7
COc1ccc2c(c1)NP(=S)(c1ccccc1)N2C (stereo not given) | -67.2
O=[N+]([O-])c1ccc(Cl)cc1 | 4.7
COc1cccc2c1N=C1CCCC3CN(C(C)=O)CCC123 (stereo not given) | 2.2
O=[N+]([O-])c1ccc(N2CCNCC2)cc1N1CCCCC1 | 0.3
COc1cccc(-n2c(O)c(C=NCc3ccc4c(c3)OCO4)c(=O)[nH]c2=O)c1 | -0.8
Clc1ccc(Cl)c(Cl)c1 | 0.2
C/C=C/c1ccc(C2[C@@H]3CN(Cc4cccnc4)C[C@H]2N3)cc1 (stereo not given in full) | -3.0&2.1
OC[C@H]1Nc2ccc(C#Cc3cccnc3)cc2[C@H]2NCC[C@H]21 | 1.2[25 µM]
O=C(Cc1cccnc1)N1CCCCN2[C@H](CO)[C@@H](c3ccc(C#CC4CCCC4)cc3)[C@H]2C1 | -5.8[25 µM]
NC(N)=N/N=C/c1cn(-c2ccccc2)nc1-c1cccs1 | 86.5*
O=C(O)c1ccc2[nH]cc(CCCCN3CC=C(c4ccccc4)CC3)c2c1 | 9.3[25 µM]
O=C1NCCCCC1(Cl)Cl | 4.2
CN(C)P(=O)(NC(=O)c1cccn1C)N(C)C | 7.7
Nc1c2c(nc3sc4c(c13)CCCC4)CCCCC2 | -66.3
c1ccc(Cn2ccnc2)cc1 | 1.0
Cc1ncc(C(=O)O)n1C(C)c1ccccc1 (stereo not given) | 0.9
CCn1ccnc1CN1CCCC(C(=O)c2cc(F)ccc2OC)C1 (stereo not given) | 14.0
C[C@@H]1CN([C@@H](C)CO)C(=O)CCCn2nncc2CO[C@H]1CN(C)C(=O)Oc1ccccc1 | -11.2
COc1ccc(OCC(=O)N2CCN(C/C=C/c3ccccc3)CC2)cc1 | 10.2
CCOC(=O)c1c(N)n(CCN2CCCCC2)c2nc3ccccc3nc12 | -10.7
CN1C(=O)C(C2(C#N)CCCCC2)C(=O)N(C)C1=O | 8.1
O=C(NC(=O)N1CCC2(CC1)OCCO2)c1ccc(Cl)cc1 | 3.6
O=C(Nc1cccc(OC(=O)N2CCOCC2)c1)N1CCOCC1 | 4.7
COC(=O)[C@@H]1[C@@H](CO)[C@@H]2Cn3c(ccc(-c4ccccc4F)c3=O)[C@H]1N2C(C)=O | -1.9[25 µM]
COc1ccc(OC(=O)N(C)C[C@H]2OCc3cnnn3CCCC(=O)N([C@H](C)CO)C[C@H]2C)cc1 | 0.1

Not all compounds are listed; rates above refer to the full screens.
